Screening data from PubChem BioAssay.
Ecoli viability: reduces bacterial viability in AddAB counter-screen; E. coli V3065 growth, OD600 absorbance, 18 h; inhibition, % at 11.9 µM; 330,000 tested, 0.27% active;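 active means inhibition above the campaign's mean inhibition across all tested compounds plus 3 SD, cut at about 9.9% in these data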;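 further: uninfected addAB+ strain grown without phage in ampicillin broth; 0% = DMSO wells and 100% = ciprofloxacin 0.95 µg/ml wells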
Arr AP2 block: human beta-arrestin and AP2 interaction inhibition. FITC-arrestin peptide / GST-AP2 beads, flow cytometry; AP2 beta2 appendage carries R879A mutation. inhibition, % at 10 µM. 340,000 tested, 0.31% active. AID 504490;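 active means inhibition above a set limit, near 3 SD of compounds lacking own fluorescence, cut at about 54% in these data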;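 further: plate controls were DMSO wells for no effect and 5 µM unlabelled arrestin peptide for full effect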
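Test system: GST-tagged AP2 beta2-adaptin appendage (R879A) on 4 µm glutathione beads; also added: fluorescein-tagged arrestin peptide at 50 nM final; timing: 12 min plus 1 h, RT; signal: flow cytometry, FL1 (488/535 nm); read-out: percent drop in bead-associated FITC signal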
Pemphigus Ab inh: inhibitors of pemphigus antibody binding to human desmoglein-3. AID 588358. binding (percent of control), % at 10 µM. P32926. 310,000 tested, 0.48% active. DSG3-coupled beads, scFv-anti-DSG3-GFP binding, flow cytometry; active compounds read low;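 active means binding more than 3 SD below its plate's average and above zero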;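 further: hits lower antibody fragment binding to DSG3; some compounds called inactive have numbers as strong as hits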
Tat transport: blocks Tat-dependent protein export in E. coli. inhibition, % at 10 µM. AID 488895. E. coli MC4100 TorA-mCherry Tat export, fluorescence. 340,000 tested, 0.036% active;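 active means mean replicate inhibition at least 50% and at least half of replicates individually reaching 50%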;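 further: exported cargo escapes ClpAP degradation while cytoplasmic cargo is degraded and loses fluorescence; 0% = median of neutral control wells and 100% = median of NaSCN control wells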
SUMO Mot1 rescue: blocks SUMOylation pathway, rescuing yeast Mot1-301 growth. S. cerevisiae Mot1-301 growth rescue, ATP luminescence, 38.5C; percent above DMSO median, 100 means doubled. growth rescue, % at 18.8 µM. 320,000 tested, 1% active;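 active means every valid replicate shows activation above 250% relative to neutral control wells; inactive means the rest, any valid replicate at or below 250%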;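 further: OY570 slx delta 5 strain wells were the positive control but not used for scaling; some compounds called inactive have numbers as strong as hits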
PfHsp90 set2: inhibits growth of yeast expressing Plasmodium falciparum Hsp90. 310,000 tested, 0.32% active. inhibition, % at 9.4 µM. S. cerevisiae expressing PfHsp90, BacTiter-Glo ATP, 48 h; yeast lacking PDR1 and PDR3 efflux regulators;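 active means every replicate shows inhibition above about 80%, whatever the replicate mean, limit read from the data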;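 further: 0% = DMSO neutral controls and 100% = 20 µM radicicol positive controls; yeast relying on Plasmodium falciparum Hsp90 in place of its own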
PKA-R1A act: PKA-R1A complex activation | P00514+P68181 | PKA-R1A dissociation, Cy5-IP20 fluorescence polarization; scaled: DMSO 0%, 113 µM cGMP 100% | activation, % at 11.4 µM | 340,000 tested, 0.083% active | AID 504707;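 active means percent activation above the mean of all tested compounds plus 3 SD, cut at about 19% in these data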;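 further: higher means more PKAc released from R1A so a rise in polarization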
phage Ecoli inh: E. coli growth loss with phage present; 360,000 tested, 0.26% active; growth absorbance; inhibition, % at 11.9 µM; in the data active means inhibition above about 11%
AddAB inh: less growth of phage-infected E. coli with AddAB. inhibition, % at 11.9 µM. AID 435030. E. coli expressing H. pylori AddAB, absorbance growth. 330,000 tested, 0.29% active; in the data active means inhibition above about 12%;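 further: 0% = vehicle wells of infected cells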
OPRM1-OPRD1 ag: agonists of human mu-delta opioid receptor heterodimerization; P35372+P41143; cells, OPRM1-OPRD1 heterodimerization, luminescence; activation, % at 9.3 µM; 340,000 tested, 0.3% active; AID 504326; in the data active means activation above about 18%;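 further: 0% = vehicle-treated cells and 100% = reference agonist; values of inactives mirror those of a sister screen read the other way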
Target sequence (P35372 whole entry, looked up): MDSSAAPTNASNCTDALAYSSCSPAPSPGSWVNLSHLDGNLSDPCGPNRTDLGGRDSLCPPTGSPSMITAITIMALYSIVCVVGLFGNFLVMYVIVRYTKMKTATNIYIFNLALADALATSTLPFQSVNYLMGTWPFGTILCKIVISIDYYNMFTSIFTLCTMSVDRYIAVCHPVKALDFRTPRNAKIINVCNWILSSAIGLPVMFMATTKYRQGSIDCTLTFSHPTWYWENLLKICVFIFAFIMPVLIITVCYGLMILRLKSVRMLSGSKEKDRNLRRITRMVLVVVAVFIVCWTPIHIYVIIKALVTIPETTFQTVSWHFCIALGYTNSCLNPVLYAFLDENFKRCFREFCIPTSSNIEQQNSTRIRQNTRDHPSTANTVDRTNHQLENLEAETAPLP
Target sequence (P41143 whole entry, looked up): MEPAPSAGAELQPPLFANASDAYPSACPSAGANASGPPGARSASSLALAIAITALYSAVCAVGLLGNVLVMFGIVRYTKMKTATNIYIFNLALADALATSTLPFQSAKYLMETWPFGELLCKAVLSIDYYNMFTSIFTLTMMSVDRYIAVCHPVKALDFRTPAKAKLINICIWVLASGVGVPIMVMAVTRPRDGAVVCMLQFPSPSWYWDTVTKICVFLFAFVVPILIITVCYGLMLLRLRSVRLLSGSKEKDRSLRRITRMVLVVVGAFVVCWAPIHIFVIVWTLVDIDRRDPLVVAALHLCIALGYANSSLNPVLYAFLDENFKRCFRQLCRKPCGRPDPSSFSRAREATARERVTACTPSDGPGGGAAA
OPRM1-OPRD1 inv: inverse agonists of human mu-delta opioid receptor heterodimerization; P35372+P41143; cell-based MOR-DOR heterodimer luminescence, inverse agonism; inhibition, % at 9.3 µM; 340,000 tested, 0.21% active; AID 504357; in the data active means inhibition above about 22%, passing the limit was not always enough;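 further: 0% = cells with DMSO and 100% = wells without cells with DMSO; values of inactives mirror those of a sister screen read the other way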
* marks the source's active call; other numbers are inactive results.

How did CCN(CC)S(=O)(=O)c1ccc(C(=O)OCC(=O)Nc2sc3c(c2C#N)CCCCC3)cc1 do in these assays?
Ecoli viability: 2.2; Arr AP2 block: 1; Tat transport: -4; SUMO Mot1 rescue: -3; PfHsp90 set2: 13; PKA-R1A act: -7; phage Ecoli inh: 3.8; AddAB inh: 0.0; OPRM1-OPRD1 ag: 2.3; OPRM1-OPRD1 inv: -12

Results for CCCCN(CC)CCNC(=O)CCC(=O)Nc1ccc2nc(N3CCN(C)CC3)cc(C)c2c1 ?
Ecoli viability: -3.0; Arr AP2 block: -9; Pemphigus Ab inh: 98; Tat transport: 1; SUMO Mot1 rescue: 118; PfHsp90 set2: 6; PKA-R1A act: -7; phage Ecoli inh: 0.7; AddAB inh: 1.6; OPRM1-OPRD1 ag: -3.1; OPRM1-OPRD1 inv: 16

What do the screens show for `CC(C)(C)c1ccc(-c2nnc(SCC(=O)NCC3CCCO3)n2N)cc1` (centres undefined)?
Ecoli viability: -0.5; Arr AP2 block: -9; Pemphigus Ab inh: 93; Tat transport: -5; SUMO Mot1 rescue: -9; PfHsp90 set2: -6; PKA-R1A act: -14; phage Ecoli inh: 1.2; AddAB inh: -0.2; OPRM1-OPRD1 ag: -0.1; OPRM1-OPRD1 inv: 1

How did N#C/C(=C\c1ccc(Cl)cc1)c1nc2ncccc2[nH]1 do in these assays?
Ecoli viability: -1.8; Arr AP2 block: 25; Pemphigus Ab inh: 108; Tat transport: -2; SUMO Mot1 rescue: -4; PfHsp90 set2: -3; PKA-R1A act: -3; phage Ecoli inh: -2.1; AddAB inh: 4.6; OPRM1-OPRD1 ag: -2.6; OPRM1-OPRD1 inv: 11

Results for O=C(COC(=O)/C=C/c1cccc(Cl)c1)NC(=O)NCc1ccccc1 ?
Ecoli viability: -1.0; Arr AP2 block: 4; Pemphigus Ab inh: 102; Tat transport: -1; SUMO Mot1 rescue: 6; PfHsp90 set2: 2; PKA-R1A act: -10; phage Ecoli inh: 0.4; AddAB inh: 1.4; OPRM1-OPRD1 ag: -0.5; OPRM1-OPRD1 inv: 2

What do the screens show for `Cc1ccccc1OCC(=O)OCC(=O)NCc1ccc2c(c1)OCO2`?
Ecoli viability: 0.2; Arr AP2 block: 0; Pemphigus Ab inh: 115; Tat transport: -2; SUMO Mot1 rescue: 10; PfHsp90 set2: 9; PKA-R1A act: 2; phage Ecoli inh: 3.6; AddAB inh: -2.0; OPRM1-OPRD1 ag: -1.6; OPRM1-OPRD1 inv: 8

What do the screens show for `COc1ccc(F)cc1S(=O)(=O)N1CCN(C(=O)c2ccco2)CC1`?
Ecoli viability: 0.1; Arr AP2 block: -7; Pemphigus Ab inh: 105; Tat transport: -6; SUMO Mot1 rescue: 55; PfHsp90 set2: -1; PKA-R1A act: -8; phage Ecoli inh: 1.1; AddAB inh: 1.8; OPRM1-OPRD1 ag: -2.1; OPRM1-OPRD1 inv: 10

How did COc1ccc(NC(=O)Cn2nnc(C(=O)NCc3cccs3)c2N)cc1 do in these assays?
Ecoli viability: -2.7; Arr AP2 block: 37; Pemphigus Ab inh: 94; Tat transport: 4; SUMO Mot1 rescue: 15; PfHsp90 set2: -8; PKA-R1A act: 5; phage Ecoli inh: 0.5; AddAB inh: 1.5; OPRM1-OPRD1 ag: -2.4; OPRM1-OPRD1 inv: 12

How did CNC(=O)c1ccsc1NC(=O)c1ccc(S(=O)(=O)N2CCCc3ccccc32)cc1 do in these assays?
Ecoli viability: -2.6; Arr AP2 block: -7; Pemphigus Ab inh: 99; Tat transport: 1; SUMO Mot1 rescue: -8; PfHsp90 set2: -23; PKA-R1A act: -7; phage Ecoli inh: 0.5; AddAB inh: 1.0; OPRM1-OPRD1 ag: 1.5; OPRM1-OPRD1 inv: -9

How did C=CC[C@@H](Cc1ccc(F)cc1)C(=O)OC[C@H]1CCCN1C(=O)[C@H](CC=C)CC(=O)N[C@H](CO)Cc1ccccc1 do in these assays?
Ecoli viability: -0.9; Arr AP2 block: 13; Pemphigus Ab inh: 100; Tat transport: 17; SUMO Mot1 rescue: 0; PfHsp90 set2: -1; PKA-R1A act: -1; phage Ecoli inh: 2.7; AddAB inh: -0.2; OPRM1-OPRD1 ag: 2.3; OPRM1-OPRD1 inv: -13

How did Cc1ccc(CNC(=O)CNS(=O)(=O)c2cccc3nsnc23)cc1 do in these assays?
Ecoli viability: 1.6; Arr AP2 block: 4; Tat transport: 1; SUMO Mot1 rescue: -26; PfHsp90 set2: -38; PKA-R1A act: -5; phage Ecoli inh: 1.4; AddAB inh: 5.3; OPRM1-OPRD1 ag: -3.0; OPRM1-OPRD1 inv: 13

Results for Cc1cccc(NC(=O)c2cccc3c2-c2ccccc2C3=O)n1 ?
Ecoli viability: 1.5; Arr AP2 block: 15; Pemphigus Ab inh: 101; Tat transport: -7; SUMO Mot1 rescue: 3; PfHsp90 set2: -14; PKA-R1A act: -3; phage Ecoli inh: 2.8; AddAB inh: 2.6; OPRM1-OPRD1 ag: -0.5; OPRM1-OPRD1 inv: 3

Among those listed so far, these have fluorine.
What do the screens show for `COc1ccc(F)cc1S(=O)(=O)N1CCN(C(=O)c2ccco2)CC1`?
Ecoli viability: 0.1; Arr AP2 block: -7; Pemphigus Ab inh: 105; Tat transport: -6; SUMO Mot1 rescue: 55; PfHsp90 set2: -1; PKA-R1A act: -8; phage Ecoli inh: 1.1; AddAB inh: 1.8; OPRM1-OPRD1 ag: -2.1; OPRM1-OPRD1 inv: 10

How did C=CC[C@@H](Cc1ccc(F)cc1)C(=O)OC[C@H]1CCCN1C(=O)[C@H](CC=C)CC(=O)N[C@H](CO)Cc1ccccc1 do in these assays?
Ecoli viability: -0.9; Arr AP2 block: 13; Pemphigus Ab inh: 100; Tat transport: 17; SUMO Mot1 rescue: 0; PfHsp90 set2: -1; PKA-R1A act: -1; phage Ecoli inh: 2.7; AddAB inh: -0.2; OPRM1-OPRD1 ag: 2.3; OPRM1-OPRD1 inv: -13

Additional compounds:
Results for Cc1cc(NC(=O)c2ccco2)ncc1NC(=O)Cc1ccccc1 ?
Ecoli viability: -0.5; Arr AP2 block: 8; Pemphigus Ab inh: 98; Tat transport: -7; SUMO Mot1 rescue: 12; PfHsp90 set2: -6; PKA-R1A act: 1; phage Ecoli inh: 1.4; AddAB inh: 2.2; OPRM1-OPRD1 ag: -2.6; OPRM1-OPRD1 inv: 16

What do the screens show for `C/C=C\C(=O)Nc1cccc(C2=NOC3(C2)C[C@@H](C(N)=O)N(C(=O)c2ccccc2)C3)c1` (some centres undefined)?
Ecoli viability: -1.5; Arr AP2 block: -3; Pemphigus Ab inh: 95; Tat transport: 9; SUMO Mot1 rescue: 1; PfHsp90 set2: 16; PKA-R1A act: -12; phage Ecoli inh: 4.7; AddAB inh: 5.0; OPRM1-OPRD1 ag: -2.0; OPRM1-OPRD1 inv: 11

What do the screens show for `O=C(Nc1ccccc1)C1=C[C@H](c2ccc(C(F)(F)F)cc2)C[C@H](OCCCCO)O1`?
Ecoli viability: 0.3; Arr AP2 block: 31; Pemphigus Ab inh: 101; Tat transport: -6; SUMO Mot1 rescue: 20; PfHsp90 set2: 11; PKA-R1A act: -13; phage Ecoli inh: -2.1; AddAB inh: 0.8; OPRM1-OPRD1 ag: -2.4; OPRM1-OPRD1 inv: 14

What do the screens show for `CCOc1cccc(-c2nnc(SCC(=O)Nc3cccc(OC)c3)n2N)c1`?
Arr AP2 block: 14; Pemphigus Ab inh: 102; Tat transport: -3; PKA-R1A act: -7; phage Ecoli inh: 3.2; OPRM1-OPRD1 ag: -0.5; OPRM1-OPRD1 inv: 2

Results for CCN(CC)S(=O)(=O)c1cccc(NC(=O)CC2CCCC2)c1 ?
Ecoli viability: 0.9; Arr AP2 block: 9; Pemphigus Ab inh: 123; Tat transport: 25; SUMO Mot1 rescue: 6; PfHsp90 set2: -17; PKA-R1A act: -4; phage Ecoli inh: 1.1; AddAB inh: 1.7; OPRM1-OPRD1 ag: 2.4; OPRM1-OPRD1 inv: -19

How did O=Cc1c(NCc2ccc(F)cc2)c2ccccc2[nH]c1=O do in these assays?
Ecoli viability: -1.3; Arr AP2 block: 6; Pemphigus Ab inh: 103; Tat transport: -3; SUMO Mot1 rescue: -3; PfHsp90 set2: 7; PKA-R1A act: -5; phage Ecoli inh: 0.3; AddAB inh: 0.5; OPRM1-OPRD1 ag: -1.8; OPRM1-OPRD1 inv: 10

Results for Cc1ccc(N2C(=O)CN(Cc3ccccc3)C2=S)cc1C ?
Ecoli viability: 0.7; Arr AP2 block: -11; Pemphigus Ab inh: 103; Tat transport: -3; SUMO Mot1 rescue: 8; PfHsp90 set2: 19; PKA-R1A act: -1; phage Ecoli inh: 2.0; AddAB inh: -1.1; OPRM1-OPRD1 ag: 0.4; OPRM1-OPRD1 inv: -2

How did O=C(COC(=O)Cc1ccc(Br)cc1)NCc1ccc(F)cc1 do in these assays?
Ecoli viability: -0.9; Arr AP2 block: 4; Pemphigus Ab inh: 103; Tat transport: -1; SUMO Mot1 rescue: 14; PfHsp90 set2: -10; PKA-R1A act: -2; phage Ecoli inh: 2.4; AddAB inh: -0.5; OPRM1-OPRD1 ag: -2.2; OPRM1-OPRD1 inv: 11

Results for C=CC(COCc1ccccc1)N(C(=O)OC(C)(C)C)S(=O)(=O)c1ccccc1Br (centres undefined) ?
Ecoli viability: 0.5; Arr AP2 block: 2; Pemphigus Ab inh: 112; Tat transport: -8; SUMO Mot1 rescue: 137; PfHsp90 set2: 11; PKA-R1A act: 1; phage Ecoli inh: 3.4; AddAB inh: 3.6; OPRM1-OPRD1 ag: 5.2; OPRM1-OPRD1 inv: -28

How did Cc1ccc2c(c1)N(CCC(=O)NCc1cccs1)C(=O)C(C)O2 (centres undefined) do in these assays?
Ecoli viability: -2.0; Arr AP2 block: 0; Pemphigus Ab inh: 102; Tat transport: 3; SUMO Mot1 rescue: 404; PKA-R1A act: -10; phage Ecoli inh: -0.9; AddAB inh: -2.5; OPRM1-OPRD1 ag: -1.6; OPRM1-OPRD1 inv: 9

What do the screens show for `Cc1[nH]c2ccc(F)cc2c1CCN(Cc1ccncc1)C(=S)Nc1cccc(F)c1`?
Ecoli viability: 2.8; Arr AP2 block: -1; Pemphigus Ab inh: 102; Tat transport: 0; SUMO Mot1 rescue: 0; PfHsp90 set2: 14; PKA-R1A act: -10; phage Ecoli inh: -0.1; AddAB inh: -0.6; OPRM1-OPRD1 ag: -2.0; OPRM1-OPRD1 inv: 11

Results for COc1ccc2nc(NC(=O)c3ccoc3C)sc2c1 ?
Ecoli viability: 0.5; Arr AP2 block: 4; Pemphigus Ab inh: 104; Tat transport: -1; SUMO Mot1 rescue: -61; PfHsp90 set2: 54; PKA-R1A act: -4; phage Ecoli inh: 1.0; AddAB inh: 1.5; OPRM1-OPRD1 ag: 4.2; OPRM1-OPRD1 inv: -22

Random draw from the library, and some 2.8% of all compounds hit somewhere here.
